Assay outcomes (PubChem)
Tau fibril ThT = qHTS for Inhibitors of Tau Fibril Formation, Thioflavin T Binding; Microtubule-associated protein tau (Homo sapiens), P10636; recombinant tau K18 P301L, heparin-induced fibrillization, ThT fluorescence; Potency, µM (top dose mostly 57.4 µM), without a hit: at the top dose activity, negative = inhibition, hits mostly inhibitors; 270,000 compounds, 2.1% hits; AID 1460, 2008; further: on the % scale 0 is the no-effect control and ±100 the full control effect; nearly all actives have a fitted effect of over 55% in size
Target sequence (P10636 561-689 P618L limits assumed): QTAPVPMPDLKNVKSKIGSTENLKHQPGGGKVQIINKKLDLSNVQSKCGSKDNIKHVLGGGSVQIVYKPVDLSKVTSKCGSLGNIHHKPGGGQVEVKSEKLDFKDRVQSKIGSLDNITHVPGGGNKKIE
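ThT emission at 510 nm, taken 1 hr after adding 30 uM dye, quantifies aggregates formed when 20 uM heparin acts on human tau K18 P301L for 6 hr at 37 C.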
Tau FP inhib = qHTS for Inhibitors of Tau Fibril Formation, Fluorescence Polarization; AID 1468, 2008; Potency, µM (highest dose often 57.7 µM), for inactives: at the top dose activity, negative = inhibition, actives largely listed as inhibitors; 280,000 compounds, 0.39% hits; Microtubule-associated protein tau (Homo sapiens), P10636; K18 P301L tau heparin fibrillization, Alexa594 FP, 6 h; further: on the % scale 0 is the no-effect control and ±100 the full control effect; nearly all actives have a fitted effect of over 55% in size
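Read-out: fluorescence polarization of Alexa 594-labeled tau (0.24 uM), 555 nm excitation, 632 nm emission. Mixtures held 15 uM unlabeled K18 P301L, compound and 20 uM heparin, pH 7 acetate buffer, incubated 6 hr at 37 C.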
HTT ATP protect = qHTS Multiplex Assay to Identify Dual Action Probes in a Cell Model of Huntington: Cytoprotection (ATP) | AID 1471, 2008 | PC12 HTT-Q103 induced, cytoprotection, ATP luminescence, 40 h | Potency, µM (highest dose often 56.4 µM), without a hit: cytoprotection (ATP increase), most hits filed as activators | 230,000 compounds, 0.14% hits;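 further: % of control where 0% means no effect; nearly all actives have a fitted effect of over 45% in size; toxic huntingtin expression switched on by the ecdysone agonist tebufenozide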
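Quantitative HTS on tebufenozide-induced (100 nM) PC12 cells expressing HTTQ103 exon 1–GFP; compounds tested as a concentration series; survival measured via cellular ATP.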
ALDH1A1 inh = qHTS Assay for Inhibitors of Aldehyde Dehydrogenase 1 (ALDH1A1). Potency, µM (highest dose often 75.3 µM), for the others: at the highest dose activity, negative = inhibition, most hits filed as inhibitors. Purified ALDH1A1, NADH fluorescence, propionaldehyde substrate. Aldehyde dehydrogenase 1A1 (Homo sapiens), P00352. AID 1030, 2008. 220,000 compounds, 7.3% hits; active means well fitted inhibition curve with a large enough effect, not every such curve was filed as active; inconclusive means small, poorly fitted or top-dose-only effect, or another doubt; inactive means no such curve, though single readings can be large or run the other way;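 further: plate controls were no enzyme wells and a reference inhibitor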
Target sequence (P00352 whole entry, looked up): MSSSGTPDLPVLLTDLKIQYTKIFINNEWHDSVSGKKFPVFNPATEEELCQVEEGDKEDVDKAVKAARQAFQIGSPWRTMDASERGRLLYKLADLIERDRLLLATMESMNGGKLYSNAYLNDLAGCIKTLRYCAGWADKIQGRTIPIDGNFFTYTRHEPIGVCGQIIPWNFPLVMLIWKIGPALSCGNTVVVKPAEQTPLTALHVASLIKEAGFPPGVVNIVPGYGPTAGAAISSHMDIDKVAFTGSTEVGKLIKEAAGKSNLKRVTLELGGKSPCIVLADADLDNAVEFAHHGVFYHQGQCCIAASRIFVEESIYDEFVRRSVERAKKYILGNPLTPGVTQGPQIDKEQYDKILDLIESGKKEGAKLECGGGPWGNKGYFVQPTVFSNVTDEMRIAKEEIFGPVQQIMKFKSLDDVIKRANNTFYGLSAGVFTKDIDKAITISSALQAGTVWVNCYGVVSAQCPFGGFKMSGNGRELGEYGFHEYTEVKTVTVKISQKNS
HttQ103 aggreg = qHTS Multiplex Assay to Identify Dual Action Probes in a Cell Model of Huntington: Aggregate Formation (GFP). PC12 HttQ103-GFP aggregates, Acumen cytometry, 40 h. Potency, µM (series often up to 46.1 µM), without a hit: top-dose activity change, negative = inhibition, most hits filed as inhibitors. 220,000 compounds, 1.1% hits. AID 1688, 2009; further: on the % scale 0 is the no-effect control and ±100 the full control effect; nearly all actives have a fitted effect of over 60% in size
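PC12 cells with ecdysone-inducible HTT exon1 Q103-GFP, induced by 100 nM tebufenozide, given compounds in a concentration series. GFP aggregates (1–25 um, 6 SD above background) counted in lysates by laser-scanning cytometry, 488 nm excitation.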
KDM4E inh = qHTS Assay for Inhibitors of Human Jumonji Domain Containing 2E (JMJD2E); JMJD2E catalytic domain, FDH-coupled NADH fluorescence (FDH is formaldehyde dehydrogenase); 230,000 compounds, 1.6% hits; Potency, µM (titrated, usually from 57.1 µM), inactives show at the highest dose activity change, negative = inhibition, usual class: inhibitors; active means well fitted inhibition curve with a large enough effect, not every such curve was filed as active; inconclusive means small, poorly fitted or top-dose-only effect, or another doubt; inactive means no such curve, though single readings can be large or run the other way;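 further: 0% = wells with enzyme and -100% = buffer wells without enzyme; nearly all actives have a fitted effect of over 50% in size; many of its hits are not listed in these tables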
Target sequence (B2RXH2 1-337 limits assumed): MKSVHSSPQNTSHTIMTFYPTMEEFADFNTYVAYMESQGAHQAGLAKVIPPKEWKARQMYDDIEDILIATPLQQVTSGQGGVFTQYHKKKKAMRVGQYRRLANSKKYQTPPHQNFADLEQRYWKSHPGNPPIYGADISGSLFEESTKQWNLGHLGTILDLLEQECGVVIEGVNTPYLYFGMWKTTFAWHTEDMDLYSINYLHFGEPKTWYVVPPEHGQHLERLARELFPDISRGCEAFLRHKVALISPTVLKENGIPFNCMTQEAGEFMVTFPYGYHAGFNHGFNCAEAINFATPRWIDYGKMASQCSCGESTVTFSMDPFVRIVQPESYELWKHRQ
SMN2 splice up = qHTS Assay for Enhancers of SMN2 Splice Variant Expression; HEK293 SMN2-luciferase splicing reporter, luminescence, 30-36 h; Potency, µM (highest dose often 46.1 µM), inactives show at the top dose activity change, positive = activation, actives largely listed as activators; 210,000 compounds, 2.8% hits; AID 1458, 2008; further: % of control where 0% means no effect; nearly all actives have a fitted effect of over 55% in size
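HEK293 cells carry an SMN2 minigene-luciferase reporter in which exon 7 inclusion puts luciferase in frame. Cells were seeded at 2000 cells/well, attached for 10-12 hours, then exposed to compounds for 30-36 hours at 37C before ONE-Glo luminescence.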
Tau fluor cs = Counterscreen qHTS for Inhibitors of Tau Fibril Formation, Fluorescence Polarization. 280,000 compounds, 0.93% hits. Potency, µM (highest dose often 57.7 µM), for inactives: top-dose activity change, negative = decrease. tau K18 P301L Alexa594 fluorescence, heparin fibrillization; further: on the % scale 0 is the no-effect control and ±100 the full control effect; nearly all actives have a fitted effect of over 55% in size
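Human tau K18 P301L (15 uM unlabeled, 0.24 uM Alexa 594-labeled) in 100 mM sodium acetate pH 7 with 20 uM heparin, 6 hr at 37 C. ThT 30 uM added, 1 hr ambient; Alexa 594 FP and total fluorescence read at 555/632 nm.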
An asterisk follows results filed as active; ? = inconclusive; . = not tested or not shown; & = joins results of further samples; ! = not active in a repeat; [ ] = remark or other dose. Unless noted, the call rests on the fitted dose curve; in most records, active means well fitted curve in the direction sought with a large enough effect; inconclusive means small, poorly fitted or top-dose-only effect, or another doubt; inactive means no such curve, though single readings can be large; an effect the other way counts as inactive or inconclusive. Potency means the concentration at half of the fitted maximal effect. An excerpt; rates above refer to the full screens.

SMILES	Tau fibril ThT	Tau FP inhib	HTT ATP protect	ALDH1A1 inh	HttQ103 aggreg	KDM4E inh	SMN2 splice up	Tau fluor cs
COc1cc2[nH]c(=O)n(Cc3ccc(C(=O)NC4CCCC4)cc3)c(=O)c2cc1OC	-7%	-8%	16%	?	-14%	19%	-3%	-17%
NCCc1c[nH]c2ccc(C(N)=O)cc12	-5%&-1%&-16%	5%&0%&-1%	32%	-4%&0%&-4%	.	-14%&-12%	21%&6%	-3%&0%&-12%
CCC(=Nc1cc(OC)ccc1OC)c1c(O)[nH]c(=O)[nH]c1=O	-11%	5%	-4%	?	-5%	-5%	-9%	-6%
O=c1[nH]c(=O)n(Cc2ccco2)c(O)c1C=NCc1cccs1	-4%	-8%	10%[0.074 µM]	?	-1%	-1%	-2%	-2%
CCc1ccc(NP(=O)(Oc2ccccc2F)Oc2ccccc2F)cc1	-8%	13%	-5%[10 µM]	-3%	?	-4%	-10%	-17%
ClC1C(Cl)C(Cl)C(Cl)C(Cl)C1Cl (configuration not stated)	-15%&-5%	-29%&-1%	-15%&39%	-2%&13%	-6%	4%	-2%	-25%&-7%
O=C(Oc1ccc2ccccc2c1)c1ccco1	-16%	-9%	-13%[10 µM]	?	22%[9.22 µM]	-7%	-2%	-8%
C[C@H]1OC[C@@H](C[N+](C)(C)C)O1	-14%&-2%	-12%&5%	-7%[1.9 µM]	-11%&1%	?	25µM*!	-35%&-7%	-13%&-1%
COc1ccc(CN2C(=O)NC(=O)/C(=C\c3ccco3)C2=O)cc1	?	?	27%[10 µM]	?	0%	-25%	1%	-16%
CCCCCCC(C)OC(=O)COc1ccc(Cl)cc1Cl (configuration not stated)	-5%	?	.	-4%	.	-3%	-8%	-5%
Cc1ccccc1N1C(=O)NC(=O)/C(=C\c2cc(Br)c(N3CCOCC3)o2)C1=O	16µM*	?	15%[10 µM]	?	25%	-8%	15%	-19%
CC(=NCc1ccco1)c1c(O)n(-c2ccccc2)c(=O)[nH]c1=O	-13%	1%	-1%	?	13%	-5%	-46%[inhibitor]	-13%
CN(C)CC1CSCCC1(O)c1ccccc1Cl (configuration not stated)	-6%	-6%	3%[1.9 µM]	-7%	-22%	10%	-4%	-10%
CCC/C=C(\CCC)C(NP(=O)(c1ccccc1)c1ccccc1)c1ccccc1 (configuration not stated)	?	0%	-44%[inhibitor]	-11%	.	12%	-16%	-21%
CN1CCC(N(C)Cc2cccnc2)CC1	-14%	3%	12%	?	-15%	?	12%	-4%

The closing 2 records of the section above come first, to join the parts.
SMILES	Tau fibril ThT	Tau FP inhib	HTT ATP protect	ALDH1A1 inh	HttQ103 aggreg	KDM4E inh	SMN2 splice up	Tau fluor cs
CCC/C=C(\CCC)C(NP(=O)(c1ccccc1)c1ccccc1)c1ccccc1 (configuration not stated)	?	0%	-44%[inhibitor]	-11%	.	12%	-16%	-21%
CN1CCC(N(C)Cc2cccnc2)CC1	-14%	3%	12%	?	-15%	?	12%	-4%
CC(=O)N1CC[N+](C)(C)CC1	4%&-10%	-4%&-6%	-35%&-4%[inhibitor]	-2%&7%	.	11µM*	-1%	3%&-8%
Nc1ccc(S(=O)(=O)N2CC3CC(C2)c2cccc(=O)n2C3)cc1 (configuration not stated)	-11%	7%	-8%	6%	13%	6%	0%	-6%
Cc1ccc(N)c(C(=O)c2ccc(Br)cc2)c1	?	0%	-25%	15%	7.1µM*	2%	.	?
CC1(C)N(O)C2CCCCC2N1O (configuration not stated)	-3%	-9%	-4%[0.074 µM]	?	5%	?	-15%	6%
Cc1cc(N2CCCC2)ccc1C=C(C#N)C#N	-14%	-19%	22%	7%	-18%	-18%	-11%	-7%
COC(=O)C(O)(c1ccc(N=Cc2ccccc2O)c(C)c1)C(F)(F)F (configuration not stated)	-13%	-8%	27%[10 µM]	-1%	5%	-4%	?	-11%
Cc1cccn2c(=O)c(/C=C(\C#N)c3nc4ccccc4s3)c(Oc3ccc(F)cc3)nc12	?	?	.	.	.	.	-1%	-7%
CCc1cccc(NC(=O)C2CCN(S(=O)(=O)c3ccc(Br)s3)CC2)c1	-10%	-13%	.	.	.	.	-16%	?
CC(NCc1ccccc1Cl)C(O)c1ccccc1 (configuration not stated)	1%	-3%	4%	4%	6%	1%	9%	8%
C=CCN1CC[C@@]23c4c5ccc(O)c4O[C@H]2/C(=N\N=C2/CC[C@@]4(O)[C@H]6Cc7ccc(O)c8c7[C@@]4(CCN6CC=C)[C@@H]2O8)CC[C@]3(O)[C@@H]1C5	-14%	-2%	8%	-4%	.	-13%	.	-8%
OC1/C(=C/c2ccc(Cl)cc2Cl)N2CCC1CC2 (configuration not stated)	-2%	-6%	-24%	1%	5%	5%	.	-6%
S=c1[nH]c2cc(Br)cnc2[nH]1	32µM*	?	0%[10 µM]	3.2µM*	8%[9.22 µM]	?	.	-15%
Cc1nn(Cc2ccccc2Cl)c(Cl)c1C(=O)OC(C(=O)NC(N)=O)C(C)C (configuration not stated)	2%	-11%	35%[0.074 µM]	6%	-20%	16%	-20%	6%
C1CCc2nnnn2CC1	?	6%&-1%&5%	?	-7%	-2%	2%	-16%	5%&0%&-5%
O=C(C1c2ccccc2C(=O)N2CCc3ccccc3C12)N1CCC2(CC1)OCCO2 (configuration not stated)	-12%	2%	-14%	?	16%	-1%	-11%	3%
CC[N+](CC)(CCCNC1=CC(=O)C(NCCC[N+](CC)(CC)Cc2ccccc2)=CC1=O)Cc1ccccc1	-11%&-4%	-8%&-2%	-10%&6%	-2%&6%	.	14%	-7%	-6%&0%
CNC(=O)Oc1ccc(-c2cn3cc(Cl)ccc3n2)cc1	1%	-3%	-70%[inhibitor][10 µM]	?	20%	?	5µM*	-9%
Cc1ccccc1-n1c(O)c(C(c2ccncc2)c2c(O)n(-c3ccccc3C)c(=O)[nH]c2=O)c(=O)[nH]c1=O	.	?	-3%&-3%[10 µM]	.	-34%&6%[9.22 µM]	18µM*	.	-18%&-19%
CCCCOC(=O)CCN1C(=O)/C(=C2\SC(=S)N(CCC(=O)OCCCC)C2=O)SC1=S	-10%	2%	2%[10 µM]	14µM*	10%	-3%	4%	-1%
CCc1ccccc1N1C(=O)NC(=O)/C(=C\c2cc(C)n(C)c2C)C1=O	-12%	1%	-8%[10 µM]	-11%	?	-23%	11%	11%
CC(C)N1CCN(Cc2ccc3c(c2)OCCO3)CC1CCO (configuration not stated)	-8%	5%	1%[10 µM]	2%	-9%[9.22 µM]	-19%	.	-10%
CC1(C)CC(N(CCc2ccccc2)Cc2ccccc2)CCO1 (configuration not stated)	-12%	-6%	-10%[10 µM]	.	-3%[9.22 µM]	?	.	-22%
COC(=O)C(=O)N1CC2(C)CNCC(C)(C1)C2=O	-9%	-3%	-7%[10 µM]	-1%	-13%[9.22 µM]	3%	.	1%
CC[n+]1c(SC)ccc2cc(OC)ccc21	-17%	4%	36%[10 µM]	?	?	?	-15%	7%
Cc1ccc(C)c(OCC(=O)N2CCN(Cc3ccc4c(c3)OCO4)CC2)c1	?	-13%[2.34 µM]	6%[10 µM]	-3%	20%[9.22 µM]	?	.	-2%
O=C(Oc1ccc2ccc(OC(=O)N3CCCCCC3)cc2c1)N1CCCCCC1	?	4%	-16%[10 µM]	-9%	?	7%	-36%[inhibitor]	-11%
CC(=O)[C@@H]1CC[C@H]2[C@H]3CC[C@H]4C[C@@H](O)CC[C@]4(C)[C@@H]3C(=O)C[C@@]12C	.	.	?	-4%[20.9 µM]	.	-5%[25.5 µM]	-4%[20.6 µM]	.
O=c1[nH]cnc2[nH]ncc12	-7%&-7%&3%	-10%&-2%&-6%	-47%[inhibitor]	1%&5%&-5%&11%	-10%&14%	-5%&11%&6%	-52%&12%&0%&-9%[inhibitor]	-9%&-7%&-3%
COc1ccc(N2C(=O)NC(=O)/C(=C/c3ccc([N+](=O)[O-])s3)C2=O)cc1	.	32µM*	12%[10 µM]	.	-3%[9.22 µM]	20µM*	.	?
CCOc1ccc(Cl)cc1CNCCc1ccccc1F	.	5%	-3%[10 µM]	.	4%[9.22 µM]	5%	.	8%
COc1cc2[nH]c(=O)n(-c3ccccc3)c(=O)c2cc1OC	-6%	-6%	-4%	?	8%	?	22%	3%
CCOC(=O)c1sc(/N=C/c2c(O)n(-c3ccccc3)c(=O)[nH]c2=O)c(C#N)c1C	?	-15%	2%	11µM*	-8%[1.84 µM]	-17%	-10%	-15%
CCOC(=O)c1c(C)[nH]c(C(=O)C(C)N2CCCC2)c1C (configuration not stated)	-5%	0%	-15%	-1%	-3%	2%	.	-4%
CCOC(=O)c1[nH]ncc1CN1CCCC(C(=O)c2cccc(Cl)c2)C1 (configuration not stated)	-10%	4%	-6%[10 µM]	.	2%[9.22 µM]	7%	.	-6%
CC1(C)Cc2c(sc3c2C(=O)NC(c2cccnc2)N3)CO1 (configuration not stated)	?	-6%	-1%[10 µM]	?	-11%	?	-2%	-4%
CN(C)C1C(=O)C(C(N)=O)=C(O)[C@@]2(O)C(=O)C3=C(O)c4c(O)cccc4[C@@](C)(O)C3C[C@@H]12 (some centres not stated)	?	-3%	-22%[1.9 µM]	-12%	.	10µM*	.	-13%
COc1ccc(OC)c(N2C(=O)NC(=O)/C(=C/c3ccc([N+](=O)[O-])s3)C2=O)c1	13µM*	14µM*	-39%[inhibitor]	?	?	25µM*	?	?
CC1=NN(Cc2c[nH]c3ccccc23)C(C)(C)C1	-9%	11%	23%	?	-1%[9.22 µM]	-7%	-1%	-22%
Cc1nonc1-c1nc(-c2nonc2N)n[nH]1	-6%	2%	-5%	-1%	-17%	-1%	-8%	-5%
